Growth percent in the NCI-60 one-dose screen (48 h, 10 µM unless noted): 100 = growth as untreated, 0 = no growth, -100 = all killed.
IGROV1: IGROV1 ovarian cancer | hit rate 4.7% among 79,000 | AID 1794786
SK-OV-3: SK-OV-3 ovarian cancer cells; hit rate 3.2% among 80,000; AID 1794785
HCT-116: HCT-116 colon cancer | hit rate 7.3% among 82,000
HCT-15: HCT-15 colon cancer; hit rate 5.2% among 82,000
HT29: HT29 colon cancer. hit rate 7.4% among 81,000
OVCAR-4: OVCAR-4 ovarian cancer cells | hit rate 3.7% among 80,000
COLO 205: COLO 205 colon cancer; AID 1794742; hit rate 7.3% among 79,000
KM12: KM12 colon cancer cells; hit rate 5% among 82,000; AID 1794800
SW-620: SW-620 colon cancer | hit rate 5.2% among 82,000 | AID 1794795
* hit, by the source's call; . = no result given. The calls were made as follows: active = growth percent below 10; inactive = the rest.

entry	Compound	IGROV1	SK-OV-3	HCT-116	HCT-15	HT29	OVCAR-4	COLO 205	KM12	SW-620
1	Nc1ccc2c(=O)[nH][nH]c(=O)c2c1	135	104	106	107	111	118	107	109	99
2	CN(C)CCS(=O)(=O)CCN(C)C	119	99	97	103	109	120	105	100	94
3	Nc1[nH]c(=O)ncc1-c1ccc([N+](=O)[O-])cc1	115	100	103	102	.	108	105	115	111
4	CC(=O)c1sc2c(c1C)c(=O)nc1c(-c3nc(-c4ccccc4)cs3)n[nH]n12	101	95	100	104	95	103	101	100	102
5	COc1cc(NC(=O)C(C)Sc2nc3sc4c(c3c(=O)n2-c2ccc(Cl)cc2)CCCC4)cc(OC)c1OC (stereo not given)	89	92	84	88	108	94	122	100	100
6	Fc1ccc(CSc2ncnc3c2ncn3C2CCCCO2)cc1 (stereo not given)	93	.	97	102	119	101	104	108	119
7	CCC(NC(=O)[C@H](CNC(=O)OCc1ccccc1)CC(C)C)C(=O)C(=O)NCc1cc(OC)cc(OC)c1 (stereo not given in full)	104	98	84	86	101	96	114	102	97
8	COc1ccc(Oc2nc(NC3CC3)nc(Oc3ccc(OC)cc3)n2)cc1	116	108	103	106	115	116	116	110	110
9	O=C1NC2(CCCCC2)C(=O)N1CO	107	92	101	104	94	107	101	106	107
10	O=C(O)c1cccc(O)c1O	100	94	93	98	101	95	113	113	104
11	O=[N+]([O-])c1ccc(-c2ccc(-c3nn4c(-c5ccccc5)nnc4s3)o2)cc1	93	106	99	86	96	94	95	.	101
12	COC(=O)c1cc(C(C)=O)n2c1ccc1c3ccccc3ccc12	77	79	57	90	103	70	86	94	95
13	CC(C)(SC(c1ccccc1)(c1ccccc1)c1ccccc1)C(N)C(=O)O (stereo not given)	108	107	109	91	94	95	111	97	97
14	COc1cc(C(=O)N(C(C)C)C2CCCCC2)cc(OC)c1OC	105	91	122	103	99	107	105	102	107
15	O=C1C=C(OCC=C(Br)Br)C(=O)c2ccccc21	90	97	63	96	102	61	113	97	101
16	C/C(=N\NC(=O)CSc1nc(-c2cnccn2)cc(-c2cccs2)c1C#N)c1cnccn1	99	110	103	76	112	99	111	101	98
17	CCN(CC)Cc1cc(Nc2ccnc3ccc(OC)cc23)ccc1O	24	74	16	32	-24*	55	78	42	27
18	NS(=O)(=O)c1ccc(NC2OCC(O)C(O)C2O)cc1 (stereo not given)	105	94	57	81	70	94	104	80	70
19	CCCCC/C=C/C/C=C/CCCCCCCCNC(=O)Nc1ccccc1OC	101	117	98	103	90	94	125	108	102
20	O=C(Nc1ccc2c(c1)OC1(CCCC1)O2)c1cccc(-c2nn[nH]n2)c1	105	105	93	102	100	95	117	127	103
21	CSc1nc2ccccc2cc1/C=C1/C=C(c2ccccc2)NC1=O	79	85	57	41	39	85	94	60	55
22	CCN1CCN(c2nc3ccccc3c3c(=O)c4ccccc4sc23)CC1	36	60	27	32	10.0*	55	11	36	24
23	COc1cc2ncnc(Nc3ccc(S(=O)(=O)Nc4nccs4)cc3)c2cc1OCCCN1CCN(c2ccc([N+](=O)[O-])cc2)CC1	114	105	107	107	114	121	111	105	108
24	O=C(Oc1ccc(CO[N+](=O)[O-])cc1)c1ccccc1	-80*	-90*	-86*	-83*	-60*	-77*	-74*	-79*	-57*
25	NC(=S)N/N=C/c1nccn1-c1ccccc1	115	115	115	98	110	108	104	101	108

Part of the list above, in transposed form.
1	Nc1ccc2c(=O)[nH][nH]c(=O)c2c1
2	CN(C)CCS(=O)(=O)CCN(C)C
3	Nc1[nH]c(=O)ncc1-c1ccc([N+](=O)[O-])cc1
4	CC(=O)c1sc2c(c1C)c(=O)nc1c(-c3nc(-c4ccccc4)cs3)n[nH]n12
5	COc1cc(NC(=O)C(C)Sc2nc3sc4c(c3c(=O)n2-c2ccc(Cl)cc2)CCCC4)cc(OC)c1OC (stereo not given)
6	Fc1ccc(CSc2ncnc3c2ncn3C2CCCCO2)cc1 (stereo not given)
7	CCC(NC(=O)[C@H](CNC(=O)OCc1ccccc1)CC(C)C)C(=O)C(=O)NCc1cc(OC)cc(OC)c1 (stereo not given in full)
8	COc1ccc(Oc2nc(NC3CC3)nc(Oc3ccc(OC)cc3)n2)cc1

| screen / no. | 1 | 2 | 3 | 4 | 5 | 6 | 7 | 8 |
| --- | --- | --- | --- | --- | --- | --- | --- | --- |
| IGROV1 | 135 | 119 | 115 | 101 | 89 | 93 | 104 | 116 |
| SK-OV-3 | 104 | 99 | 100 | 95 | 92 | . | 98 | 108 |
| HCT-116 | 106 | 97 | 103 | 100 | 84 | 97 | 84 | 103 |
| HCT-15 | 107 | 103 | 102 | 104 | 88 | 102 | 86 | 106 |
| HT29 | 111 | 109 | . | 95 | 108 | 119 | 101 | 115 |
| OVCAR-4 | 118 | 120 | 108 | 103 | 94 | 101 | 96 | 116 |
| COLO 205 | 107 | 105 | 105 | 101 | 122 | 104 | 114 | 116 |
| KM12 | 109 | 100 | 115 | 100 | 100 | 108 | 102 | 110 |
| SW-620 | 99 | 94 | 111 | 102 | 100 | 119 | 97 | 110 |

9	O=C1NC2(CCCCC2)C(=O)N1CO
10	O=C(O)c1cccc(O)c1O
11	O=[N+]([O-])c1ccc(-c2ccc(-c3nn4c(-c5ccccc5)nnc4s3)o2)cc1
12	COC(=O)c1cc(C(C)=O)n2c1ccc1c3ccccc3ccc12
13	CC(C)(SC(c1ccccc1)(c1ccccc1)c1ccccc1)C(N)C(=O)O (stereo not given)

| screen / no. | 9 | 10 | 11 | 12 | 13 |
| --- | --- | --- | --- | --- | --- |
| IGROV1 | 107 | 100 | 93 | 77 | 108 |
| SK-OV-3 | 92 | 94 | 106 | 79 | 107 |
| HCT-116 | 101 | 93 | 99 | 57 | 109 |
| HCT-15 | 104 | 98 | 86 | 90 | 91 |
| HT29 | 94 | 101 | 96 | 103 | 94 |
| OVCAR-4 | 107 | 95 | 94 | 70 | 95 |
| COLO 205 | 101 | 113 | 95 | 86 | 111 |
| KM12 | 106 | 113 | . | 94 | 97 |
| SW-620 | 107 | 104 | 101 | 95 | 97 |

More compounds
entry	Compound	IGROV1	SK-OV-3	HCT-116	HCT-15	HT29	OVCAR-4	COLO 205	KM12	SW-620
26	CCOC(=O)c1cn2c3c(cccc3c1=O)C(=O)/C(=C/c1ccccc1)C2	94	96	96	109	103	95	108	107	113
27	O=C(O)CNC(=O)CN/C=c1\sc2ncnn2c1=O	99	97	70	98	90	109	109	100	108
28	COc1nc2ccc(C)cc2cc1-c1nc2c(cnn2-c2ccccc2)c(=O)[nH]1	77	74	67	62	48	95	86	71	58
29	CCOC(=O)C1=C(c2ccccc2)N=C2SC3C(=NN(c4ccccc4)C3c3ccc(Br)cc3)N2C1c1ccc(Br)cc1 (stereo not given)	79	102	72	86	85	90	105	90	91
30	O=C1CCc2ccccc2N1	98	108	101	103	102	95	97	97	102
31	COc1ccc(Oc2nc(Nc3ccc(N4CCOCC4)nc3)ncc2NC(N)=O)cc1	100	109	89	104	98	111	105	93	88
32	CC(=O)c1cc2c(cc1C)C1=C(CCC(C)C1)C2(C)C (stereo not given)	97	94	73	99	97	104	104	101	105
33	Cc1cc(=O)[nH]c2ccccc12	115	115	102	94	98	97	113	95	88
34	COc1ccc2[nH]c(O)c(N=NC(=O)Cn3c(-c4ccccc4)nc4cc(C)ccc43)c2c1	52	90	-73*	3.1*	-1.1*	45	65	47	47
35	O=Cc1cn(S(=O)(=O)c2ccc(Cl)cc2)c2ccccc12	96	109	87	85	114	96	107	102	97
36	CC(CCN1CCN(CCC(C)CC(C)(C)C)C1=O)CC(C)(C)C (stereo not given)	98	96	65	79	91	106	90	90	91
37	CCCCCCCCCCCCCCCCCCNC(=S)N/N=C/c1c(O)ccc2ccccc12	95	106	99	91	111	100	107	99	106
38	CC(C)(C)c1cc(-n2c(-c3ccc(Cl)cc3)nc3cc(C(=O)N4CCOCC4)ccc32)n[nH]1	105	105	91	113	98	104	121	102	105
39	N#CCCC1(CCC#N)c2ccccc2C(=O)c2ccccc21	108	101	102	91	93	98	116	114	114
40	O=[N+]([O-])c1ccc2c(c1)C(c1c[nH]c3ccccc13)(c1c[nH]c3ccccc13)CCO2	62	28	49	74	56	63	80	76	84
41	Cc1c(C(=O)NN2CCCCC2)nn(-c2ccc(Cl)cc2Cl)c1-c1ccc(Cl)cc1	103	88	57	43	78	87	77	82	93
42	N#Cc1c(N2CCCCC2)nc2sc3cc(Cl)ccc3n2c1=N	78	84	108	107	112	99	.	99	105
43	O=C1OC(c2ccccc2)(c2cc(Br)c(O)c(Br)c2)c2ccccc21 (stereo not given)	119	114	97	.	113	100	111	111	105
44	COC(=O)c1ccc2[nH]c(O)c(C(=Nc3ccc(N(C)C(=O)CN4CCN(C)CC4)cc3)c3ccc4c(c3)OCO4)c2c1	4.1*	-8.6*	0.6*	8.5*	4.3*	28	-54*	4.9*	0.7*
45	O=c1sn(CCCl)c(=O)n1Cc1ccc(Cn2c(=O)sn(CCCl)c2=O)cc1	99	73	89	94	95	82	.	90	96
46	C=CC[C@@H]1C(=O)[C@@H]2C[C@@H](O)[C@@H](O)C[C@]2(C)[C@H]2CC[C@@]3(C)C(=C12)CC[C@@H]3[C@@](C)(O)[C@H](O)CCC(C)(C)O	109	96	94	102	97	95	110	103	98
47	C/C(=N\N=C\c1cc([N+](=O)[O-])ccc1Cl)c1ccc2c(c1)Nc1ccccc1S2	40	40	11	72	72	-11*	61	89	50
48	COc1cc(C(N)CCc2ccc3c(c2)OCO3)cc(OC)c1OC (stereo not given)	93	85	89	98	76	106	93	95	97
49	Cc1cc(N(CCNc2ccnc3cc(Cl)ccc23)Cc2ccccn2)nc(N2CCOCC2)n1	90	90	57	96	68	86	.	97	91
50	CC(C)c1nc2ccccc2n1CC(=O)O	100	109	92	99	98	112	102	99	89

Single records, from the list above. Values in the order: IGROV1, SK-OV-3, HCT-116, HCT-15, HT29, OVCAR-4, COLO 205, KM12, SW-620
`COc1ccc(Oc2nc(Nc3ccc(N4CCOCC4)nc3)ncc2NC(N)=O)cc1` as listed: 100, 109, 89, 104, 98, 111, 105, 93, 88
`COc1cc(C(N)CCc2ccc3c(c2)OCO3)cc(OC)c1OC` (stereo not given) as listed: 93, 85, 89, 98, 76, 106, 93, 95, 97

Following part:
entry	Compound	IGROV1	SK-OV-3	HCT-116	HCT-15	HT29	OVCAR-4	COLO 205	KM12	SW-620
51	COc1cc(NCC(=O)Nc2cc(Nc3cccc(I)c3)ncn2)c(Cl)c(OC)c1Cl	77	78	81	91	84	79	93	90	92
52	COc1cc(-c2nn(C(C)(C)C)cc2-c2ccnc(NCCCNS(=O)(=O)c3ccc(C)cc3)n2)ccc1Cl	63	106	67	81	78	56	107	94	94
53	CC(C)=C1C(=O)Nc2cc(Cl)c(CCCl)cc21	107	111	117	108	115	98	112	119	121
54	COc1ccc(NC(=O)CSc2nnc(COc3cnc4ccccc4n3)o2)cc1	102	104	92	109	103	95	98	103	98
55	COc1ccc(CSc2nnc(-c3nn(-c4ccc(Cl)cc4Cl)c(-c4ccc(Cl)cc4)c3C)n2CCc2ccccc2)cc1	99	84	64	83	67	86	94	94	93
56	CC(=O)Nc1ccc(-c2cc3c(NCc4cccc(C)c4)ncnc3s2)cc1	75	79	85	85	103	66	110	100	104
57	COc1ccc(CCN2CCC(Nc3nc4ccccc4n3Cc3ccc(F)cc3)CC2)cc1	41	44	-39*	-23*	-54*	22	-66*	18	-55*
58	[Cl][Ru].c1ccc(-c2cccc(-c3ccccn3)n2)nc1.c1ccc(-c2ccnc3c2ccc2c(-c4ccccc4)ccnc23)cc1	21	47	37	90	21	47	-60*	8.3*	40
59	O=C(O)C(CS)NSc1ccccc1[N+](=O)[O-] (stereo not given)	102	103	105	100	104	110	.	97	103
60	COc1ccc(/C=C/c2ccc(Cl)cc2)cc1	105	104	97	93	97	95	102	94	95
61	COc1ccccc1-c1ccc2c(C)nc3oc(-c4cc(OC)c(OC)c(OC)c4)nc3c2n1	108	97	107	102	90	114	107	95	112
62	O=C(O)C/C=C/Br	114	101	107	105	116	107	100	107	107
63	COc1ccc(-c2nc3sc(C)cn3c2/C=C/C(=O)c2cc(OC)c(OC)c(OC)c2)cc1	67	66	42	48	60	48	68	29	64
64	Cc1ccc(S(=O)(=O)OC(C)CCC(C)OS(=O)(=O)c2ccc(C)cc2)cc1 (stereo not given)	106	94	88	104	86	113	98	100	104
65	COc1ccc(C2SC(C)C(=O)N2CCc2cccs2)cc1OC (stereo not given)	80	102	78	88	92	63	94	96	102
66	Nc1nc2c(C(=O)Nc3ccc(Cl)cc3)c(Nc3ccc(Cl)cc3)nn2cc1-c1nc2ccccc2s1	101	103	103	108	106	105	115	106	104
67	O=C(c1ccccc1)C1CCC1	114	100	106	100	85	.	112	105	103
68	CC(=O)Nc1ccc(S(=O)(=O)c2ccc(NC(=S)Nc3ccc(S(=O)(=O)c4ccc(NC(C)=O)cc4)cc3)cc2)cc1	108	103	109	107	100	.	109	105	94
69	C=C(C)[C@@H]1CC[C@]2(C(=O)n3ccnc3)CC[C@]3(C)[C@H](CC[C@@H]4[C@@]5(C)CCC(=O)NC(C)(C)[C@@H]5CC[C@]43C)[C@@H]12	84	82	74	82	76	78	87	78	92

Bioassay records: PubChem, NCI
